# Source: PubChem
# core dimer inh: inhibitors of HCV core protein dimerization, primary screen, biochemical, TR-FRET, high-throughput | inhibition, % at 5 µM | 0.33% of 300,000 active | TR-FRET GST/Flag-core106 dimerization, 1536-well | AID 1899, 2009;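 active = inhibition above the mean of all tested compounds plus 3 SD, set per screening campaign, cut at about 45% in these data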
#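 Assay system: GST-tagged and Flag-tagged HCV core protein residues 1-106 / Times: compound-protein-antibody incubation 4 h at 22.5 °C / Signal: time-resolved FRET, ex 340 nm, em 617 and 671 nm / Evaluation: % inhibition based on acceptor/donor emission ratio / Benchmarks: wells lacking GST-core106 and wells with excess unlabelled core106 / Repeats: singlicate, one well per compound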
# GASC-1 inh: inhibitors of GASC-1 histone demethylase, primary screen, biochemical, fluorescence, DELFIA europium. inhibition, % at 2.35 µM. 0.069% of 330,000 active. AID 2099, 2009. GST-JMJD2C(1-420) H3K9me3 demethylation;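 active = more than half of a compound's replicate wells show inhibition beyond 50%, single wells judged on their own value; inconclusive = some, but no more than half, of replicates pass 50% inhibition; inactive = no replicate passes 50% inhibition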;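 note: signal counts dimethyl H3K9 product captured on neutravidin plate; 0% = median of DMSO wells and 100% = 0.3 times that DMSO median; strong numbers were not always called active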
# Yeast superoxide: reduction of superoxide in aged yeast, primary screen, HTS. S. cerevisiae aged cells, superoxide DHE fluorescence; active compounds read low. superoxide response (% of plate mean), % at 10 µM. 0.18% of 330,000 active;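 active = superoxide response under a set limit, about three screen SD below normal, cut at about 65% in these data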;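 note: yeast aged for seven days with compound at 30 °C before DHE staining; 100% = average MFI of all compound-treated wells on the plate with controls excluded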
# PP5 primary: PP5 phosphatase inhibitors, primary screen, biochemical, fluorescence; Serine/threonine-protein phosphatase 5 (Homo sapiens), P53041; purified PP5c, OMFP substrate fluorescence; inhibition, % at 6.7 µM; 0.18% of 320,000 active;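 active = inhibition above the campaign's mean inhibition across all tested compounds plus 3 SD, cut at about 9.5% in these data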;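 note: 0% = DMSO only and 100% = 100 µM cantharidin control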
# Target sequence (P53041 whole entry, looked up): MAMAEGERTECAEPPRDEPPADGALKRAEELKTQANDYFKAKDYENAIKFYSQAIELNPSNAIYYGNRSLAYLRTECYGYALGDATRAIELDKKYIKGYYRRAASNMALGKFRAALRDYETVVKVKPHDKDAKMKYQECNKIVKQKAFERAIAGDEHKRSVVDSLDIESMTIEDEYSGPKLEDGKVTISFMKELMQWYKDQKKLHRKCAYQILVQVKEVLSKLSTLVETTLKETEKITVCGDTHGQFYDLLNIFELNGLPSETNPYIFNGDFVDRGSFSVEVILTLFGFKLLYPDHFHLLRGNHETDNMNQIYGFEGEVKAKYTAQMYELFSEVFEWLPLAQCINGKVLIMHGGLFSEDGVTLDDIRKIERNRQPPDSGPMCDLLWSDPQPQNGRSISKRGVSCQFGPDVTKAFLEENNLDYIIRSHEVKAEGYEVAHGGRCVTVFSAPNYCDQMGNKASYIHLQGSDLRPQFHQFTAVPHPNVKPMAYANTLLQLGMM
# EBNA-1 inhibitor: EBNA-1 DNA-binding inhibitors, primary screen, biochemical, fluorescence polarization; AID 1950, 2009; inhibition, % at 14.8 µM; 0.34% of 300,000 active; in the data active = inhibition above about 28%
# PP1 counter: PP1-alpha phosphatase inhibitors, primary screen, counter-screen for PP5 inhibitor project, biochemical, fluorescence, OMFP substrate, single point. Serine/threonine-protein phosphatase PP1-alpha catalytic subunit (Homo sapiens), P62136. purified PP1alpha. inhibition, % at 6.7 µM. 0.9% of 320,000 active. AID 2235, 2010;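 active = inhibition above the mean inhibition of all tested compounds plus 3 SD, computed separately for each screening campaign, cut at about 15% in these data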
# Target sequence (P62136 whole entry, looked up): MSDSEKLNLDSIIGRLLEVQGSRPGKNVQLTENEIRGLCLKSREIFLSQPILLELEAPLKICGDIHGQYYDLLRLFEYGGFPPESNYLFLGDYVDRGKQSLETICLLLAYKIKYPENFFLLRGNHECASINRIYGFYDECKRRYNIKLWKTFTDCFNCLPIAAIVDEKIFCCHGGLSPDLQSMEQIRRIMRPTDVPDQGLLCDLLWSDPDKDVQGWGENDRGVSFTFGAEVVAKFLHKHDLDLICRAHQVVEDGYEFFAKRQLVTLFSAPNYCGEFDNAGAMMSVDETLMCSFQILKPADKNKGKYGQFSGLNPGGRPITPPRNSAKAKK
# CTSL1 counter: Fasciola hepatica cathepsin L1 inhibitors, primary screen, counter-screen for PFM18AAP inhibitor project, biochemical, QFRET, fluorogenic peptide substrate | inhibition, % at 5.96 µM | recombinant F. hepatica cathepsin L1, Z-Leu-Arg-MCA fluorescence | 0.49% of 300,000 active | AID 1906, 2009;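 active = inhibition above the mean of all tested compounds plus 3 SD, set per screening campaign, cut at about 17% in these data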;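 note: 0% = plate median of test compound wells and 100% = 1 µM Z-Phe-Ala-diazomethylketone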
# TPT1 inhibitor: Candida albicans TPT1 enzyme inhibitors, primary screen, biochemical, fluorescence polarization | tRNA 2'-phosphotransferase TPT1 (Candida albicans SC5314) | inhibition, % at 5 µM | 0.81% of 300,000 active | recombinant caTPT1, FP RNA substrate dephosphorylation | AID 1962, 2009;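 active = inhibition above the mean of all tested compounds plus 3 SD, set per screening campaign, cut at about 24% in these data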;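 note: plate controls were DMSO alone for no effect and ferristatin control at 100 nM for full effect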
# ZTA DNA inh: ZTA (EBV) inhibition in EBNA-1 counter-screen; ZTA-DNA binding, fluorescence polarization; inhibition, % at 11 µM; 0.15% of 320,000 active; AID 2234; in the data active = inhibition above about 33%
# Starred values were filed as active, the others as inactive; ? = inconclusive; / = not tested or not shown; & = joins results of further samples.
entry	mol	Yeast superoxide	core dimer inh	TPT1 inhibitor	CTSL1 counter	GASC-1 inh	EBNA-1 inhibitor	ZTA DNA inh	PP1 counter	PP5 primary
1	N#Cc1c(Cl)nsc1NN	99	-3	3	9	41	-15	-5	0	1.8
2	C=CCn1c(CC#N)nnc1N1CCOCC1	106	-7	4	0	-2	-2	1	-8	3.5
3	O=S(=O)(NCCc1csc(-c2cccnc2)n1)c1ccc(F)cc1	94	-3	-2	1	-4	0	1	-3	-1.0
4	COc1ccc(N(CC(=O)Nc2ccccc2C(=O)N2CCCC2)S(=O)(=O)c2ccccc2)cc1	85	7	-2	-2	38	11	12	-1	2.3
5	COc1ccc(F)cc1S(=O)(=O)N1CCN(C(=O)c2ccco2)CC1	102	3	2	-1	0	-7	-22	-2	3.0
6	Fc1ccccc1-c1nc2ncccc2o1	89	0	-2	2	-7	7	6	-5	0.5
7	Cc1cc2c(NC(=O)Nc3ccc(C(F)(F)F)cc3)cccc2nn1	131	-3	-2	1	-1	-2	-5	4	5.9
8	COc1ccc(CCNC(=O)C2CC(c3cccc([N+](=O)[O-])c3)=NO2)cc1 (configuration not stated)	111	6	-3	-5	3	5	-3	-1	1.6
9	CCCN(C(=O)c1cc(S(=O)(=O)N2CCCCC2)ccc1Cl)C1CCS(=O)(=O)C1 (configuration not stated)	77	-2	1	-1	-20	1	-11	-1	-0.6
10	CCC(=O)Nc1nc2ccccc2n1Cc1ccc(C)cc1	100	-3	-3	3	-1	-9	-5	-2	-1.5
11	O=C(CCCN1C(=O)C2CC=CCC2C1=O)Nc1cccc(F)c1 (configuration not stated)	93	5	0	-6	-41	11	8	-4	-1.8
12	COc1ccc(Cl)cc1NC(=O)CN(C)C(=O)C1CC(=O)N(Cc2ccc(C)cc2)C1 (configuration not stated)	112	-7	0	1	7	-11	-24	-2	0.4
13	Cc1ccccc1NS(=O)(=O)c1cc2c(cc1C)N(C)CCO2	104	13	1	-9	-2	-7	-13	2	2.6
14	O=C(NC(Cc1ccc2c(c1)OCO2)C(=O)N1CCCC1C(=O)O)c1ccccc1 (configuration not stated)	97	3	0	1	-2	0	-7	-3	-1.3
15	CCc1noc(C)c1C(=O)OC(C)C(=O)Nc1ccc2c(c1)OCO2 (configuration not stated)	110	/	/	/	3	/	-11	2	2.8
16	CCCCCCc1nnc(N)s1	84	2	-3	-1	-6	7	1	1	-0.8
17	CC(C)c1ccc(/C=C2\SC(=S)N(CC(=O)NCCCN3CCOCC3)C2=O)cc1	124	-5	4	-7	6	-20	-10	1	1.1
18	COCCCNC(=O)c1ccc(CS(=O)(=O)Cc2cccc(C)c2)o1	108	-3	-3	-5	-2	-4	-11	-1	2.2
19	O=C(Cc1c[nH]c2ccccc12)NCc1ccc(Cl)cc1Cl	96	6	7	2	-15	1	2	-3	4.7
20	COCc1cc(C)nc(OCC(=O)N/N=C/c2ccc(-c3cc([N+](=O)[O-])ccc3C)o2)c1C#N	107	35	-1	6	-1	6	14	2	1.3

# Three compounds out of the list, arranged by length of the SMILES, ascending:
entry	mol	Yeast superoxide	core dimer inh	TPT1 inhibitor	CTSL1 counter	GASC-1 inh	EBNA-1 inhibitor	ZTA DNA inh	PP1 counter	PP5 primary
3	O=S(=O)(NCCc1csc(-c2cccnc2)n1)c1ccc(F)cc1	94	-3	-2	1	-4	0	1	-3	-1.0
5	COc1ccc(F)cc1S(=O)(=O)N1CCN(C(=O)c2ccco2)CC1	102	3	2	-1	0	-7	-22	-2	3.0
14	O=C(NC(Cc1ccc2c(c1)OCO2)C(=O)N1CCCC1C(=O)O)c1ccccc1 (configuration not stated)	97	3	0	1	-2	0	-7	-3	-1.3

# Carrying on:
entry	mol	Yeast superoxide	core dimer inh	TPT1 inhibitor	CTSL1 counter	GASC-1 inh	EBNA-1 inhibitor	ZTA DNA inh	PP1 counter	PP5 primary
21	CCOc1ccc(C(NC(C)=O)c2ccc(OC)c(OC)c2)cc1 (configuration not stated)	106	-2	-1	-1	-5	-15	0	-7	2.0
22	CCC(=O)[C@@]1(C)[C@H](C)C[C@H]2[C@@H]3CCC4=CC(=O)C=C[C@]4(C)[C@H]3[C@@H](O)C[C@@]21C	113	-2	2	0	/	-21	-2	2	1.8
23	S=C(Nc1ccc(Br)cc1)N1CCN(c2ccccn2)CC1	95	3	1	1	2	12	2	3	0.2
24	CCCCNC(=O)c1onc(CSc2ccc(C)c(C)c2)c1C(=O)O	/	7	0	1	4	2	3	-1	-0.9
25	O=C(NCC1CCCO1)c1cccc(Oc2ccccc2)c1 (configuration not stated)	68	-7	-3	3	-7	-2	-2	-2	-1.8
26	CCOC(=O)Cn1c(N2CCOCC2)nc2c1c(=O)[nH]c(=O)n2C	106	-3	2	0	6	9	2	6	0.1
27	COc1cc(/C=C(\C#N)c2ccccn2)cc(OC)c1O	106	-12	56*	3	4	3	2	-4	-1.4
28	COC(=O)C1=CN(Cc2cccs2)C=C(C(=O)OC)C1c1cccc(OC)c1OC	122	3	2	-1	2	13	11	-3	-1.7
29	CCC(CC)c1nnc(NC(=O)CCNC(=O)c2ccccc2Cl)s1	108	2	0	-1	-5	-3	-1	0	0.4
30	CN(CC(=O)Nc1ccccc1Cl)CC(=O)c1c(N)n(Cc2ccccc2)c(=O)n(C)c1=O	141	/	/	/	2	/	4	-3	-0.7
31	Cc1nnc(SCc2cnc(-c3ccc(C(C)C)cc3)s2)n1C	96	-1	-2	-1	-6	3	-10	1	-0.2
32	O=C(NCCCN1CCOCC1)C1COc2ccccc2O1 (configuration not stated)	99	2	-4	-1	8	-3	-14	4	2.0
33	C=CCn1c(=O)n(CCC#N)c(=O)n(CCC#N)c1=O	109	2	0	8	4	-5	18	-4	0.3
34	Cn1cc(CN2CCCC(C(=O)c3ccc(-c4ccccc4)cc3)C2)cn1 (configuration not stated)	86	-5	0	2	-8	-7	-8	-2	-0.4
35	COCC(C)n1c(C)cc(C(=O)CSc2nnc(N)s2)c1C (configuration not stated)	96	17	-4	0	-4	-2	-21	3	4.0
36	O=C(CN1CCN(c2ccccc2)CC1)N1N=CCC1c1ccccc1 (configuration not stated)	94	0	-2	2	0	2	10	-2	-1.3
37	Cn1c(SCc2ccon2)nc2ccccc2c1=O	104	3	-1	-4	17&-23	0	-5	-5	0.8
38	CCCCCC(=O)Nc1ccc(N2CCN(C(=O)c3ccccc3)CC2)cc1	90	0	-6	2	3	4	9	1	-0.7
39	O=C1/C(=C/Nc2ccc3c(c2)OCO3)CCc2ccccc21	92	-8	83*	0	1	-6	0	0	2.4
40	CC(c1ccncn1)N(C)C(=O)c1ccc2oc(Cc3ccccc3)nc2c1 (configuration not stated)	105	0	1	-4	-3	-2	7	1	1.0

# Some values from the results shown.
# cpd 26 in TPT1 inhibitor has 2
# cpd 32 in EBNA-1 inhibitor has -3
# cpd 9 in Yeast superoxide has 77
# cpd 20 in PP5 primary has 1.3
# cpd 5 in core dimer inh has 3
# cpd 11 in CTSL1 counter has -6

# Other records:
entry	mol	Yeast superoxide	core dimer inh	TPT1 inhibitor	CTSL1 counter	GASC-1 inh	EBNA-1 inhibitor	ZTA DNA inh	PP1 counter	PP5 primary
41	CC(CN1CCOCC1)OC(=O)c1ccc2c(c1)OCCO2 (configuration not stated)	110	2	-9	-4	18	7	11	-5	1.5
42	O=c1cc(CSc2nnc(-c3ccccc3)o2)c2ccccc2[nH]1	103	-4	1	-39	12	7	2	-4	3.2
43	O=C(OCc1ccccc1)c1ccc2c(c1)-c1ccccc1C2=O	97	4	-1	4	-11	-4	3	0	-1.5
44	OCC(O)C1OC(Nc2ccc(Br)cc2)C(O)C1O (configuration not stated)	92	2	-1	-1	-3	-4	-19	-1	3.2
45	CC(C)(C)C(=O)N1NC(=Nc2ccccc2)SC1(C)C	104	0	5	3	-6	8	7	-1	2.8
46	c1ccc(-c2c3ccccc3nc3[nH]c4ccccc4c23)cc1	108	-30	-1	-2	-12	4	9	-4	2.5
47	O=C(N/N=C/c1cccc(F)c1)c1cc(-c2ccco2)nc2ccccc12	106	74*	3	-4	4	10	-4	31*	-3.9
48	Cc1ccc(NC(=O)C2CCN(c3ncnc4c3nc3n4CCCCC3)CC2)cc1Cl	84	-10	-1	8	-12	-8	-3	-3	3.8
49	C=CCO/N=C(/C)c1c(O)c(CC)c(-c2ccccc2)n(-c2ccccc2)c1=O	94	7	5	-2	-2	6	-21	2	0.9
50	CC(C)c1nc(SCC(=O)Nc2cccc(C(F)(F)F)c2)c2c(=O)n(C)c(=O)n(C)c2n1	95	34	-5	3	-6	-3	-6	0	2.9
51	N[C@@H](CO)c1nnc([C@H](CC(=O)O)NC(=O)C2CCNCC2)o1	101	-8	6	-1	6	-1	5	2	1.8
52	COc1cccc(NC(=O)C2CCCN2C(=O)Nc2ccccc2F)c1 (configuration not stated)	90	3	-1	0	0	-1	-11	-2	-0.9
53	CC(C)(C)n1ncc2c(=O)n(CC(=O)Nc3ccccc3)cnc21	91	-6	3	0	-4	-15	-8	-3	-3.9
54	COc1cc(/C=C2/C(=O)N(c3ccc([N+](=O)[O-])cc3)N=C2N2CCOCC2)ccc1O	91	-8	3	3	-4	6	-28	-1	16*
55	O=C(c1csc(Nc2ccccc2Cl)n1)N1CCCC1	112	0	-2	-1	-22	-1	-1	-2	1.3
56	CCN(C(=O)COC(=O)c1nc2nc(C)cc(C)n2n1)C1CCS(=O)(=O)C1 (configuration not stated)	92	0	2	1	18	2	0	-1	-3.3
57	Cn1c2c(c(=O)n(C)c1=O)C(C(F)(F)F)(C(F)(F)F)N=C(c1ccccc1Cl)N2	106	3	-1	5	?	-6	-4	-2	0.8
58	O=C(N/N=C/c1cc2ccccc2nc1Cl)c1ccncc1	93	-3	0	2	-1	-4	-18	0	-1.7

# Sorted by value in EBNA-1 inhibitor (descending): 6 of the compounds above.
no. | compound | EBNA-1 inhibitor
45 | CC(C)(C)C(=O)N1NC(=Nc2ccccc2)SC1(C)C | 8
42 | O=c1cc(CSc2nnc(-c3ccccc3)o2)c2ccccc2[nH]1 | 7
52 | COc1cccc(NC(=O)C2CCCN2C(=O)Nc2ccccc2F)c1 (configuration not stated) | -1
50 | CC(C)c1nc(SCC(=O)Nc2cccc(C(F)(F)F)c2)c2c(=O)n(C)c(=O)n(C)c2n1 | -3
43 | O=C(OCc1ccccc1)c1ccc2c(c1)-c1ccccc1C2=O | -4
53 | CC(C)(C)n1ncc2c(=O)n(CC(=O)Nc3ccccc3)cnc21 | -15
